Source: PubChem BioAssay
Thrombin inh: thrombin (human) inhibition; P00734; alpha-thrombin, Boc-VPR-AMC fluorogenic substrate cleavage; inhibition, % at 5 µM; 220,000 tested, 0.26% active; AID 1046;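 active means inhibition at or above 40%; inactive means inhibition below 40%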;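 further: 0% = enzyme with no compound and 100% = wells without enzyme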
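Test system: human alpha-thrombin protein / Dosing: one concentration per compound, 5 µM, with 0.2% DMSO / Medium: pH 7.5 Tris-saline with Tween 20 / Benchmarks: no-compound enzyme wells and no-enzyme blanks / Read-out basis: percent inhibition of thrombin substrate cleavage / Timing: reaction at room temperature / Measured by: fluorescence, ex 355 nm, em 460 nm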
L929 necroptosis: blocks zVAD induced death of L929 cells; AID 1377; 220,000 tested, 0.38% active; L929 zVAD necroptosis rescue, ATP luminescence, 24 h; with zVAD 60 µM; viability rescue, % at 10 µM;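 active means activation, scaled between plate controls, above about 75%, limit read from the data; inactive means activation under that limit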;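 further: 0% = zVAD with DMSO and 100% = DMSO alone without zVAD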
KCC2 mod: modulators of human KCC2 chloride dependent transport | KCC2 cells, thallium flux FluoZin-2 fluorescence | B-score of Tl+ flux slope (higher = more flux/activation; lower = inhibition) at 10 µM | 190,000 tested, 2.2% active;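 active means thallium flux slope and its plate-corrected score both differing from the plate sample mean at a set confidence after two filtering rounds, in either direction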;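 further: slope of fluorescence scaled to starting intensity during 10 to 20 s after thallium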
TNF necrop inh: TNF-alpha cell death inhibition in Jurkat FADD-/- cells; Jurkat FADD-/- TNF necroptosis rescue, ATP luminescence, 24 h; 0 = TNF only, 100 = no-TNF cells; 220,000 tested, 0.068% active; activation (protection from cell death), % at 10 µM; AID 463075;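 active means activation, meaning protection from cell death, of at least 50% relative to plate controls; inactive means activation below 50%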;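 further: necroptosis triggered by 40 ng/mL TNF-alpha added together with compound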
Hck Nef HTS: inhibitors of human Hck kinase activated by Nef | inhibition, % at 20 µM | 220,000 tested, 0.68% active | P08631 | Recombinant Hck-YEEI plus Nef, Z-Lyte FRET kinase assay;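 active means Hck-Nef kinase inhibition above about 50%, limit read from the data; inactive means inhibition below that limit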;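 further: 0% = DMSO with Hck plus Nef and 100% = Hck alone without Nef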
Rad51 HR inh: blocks human Rad51 in homologous recombination | Q06609 | hRad51 DNA strand exchange, fluorescence dequenching | inhibition, % at 10 µM | 200,000 tested, 0.085% active;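 active means inhibition above 40% at the single screening dose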;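 further: 0% = DMSO control wells and 100% = blanks with heterologous ssDNA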
Target sequence (Q06609 whole entry, looked up): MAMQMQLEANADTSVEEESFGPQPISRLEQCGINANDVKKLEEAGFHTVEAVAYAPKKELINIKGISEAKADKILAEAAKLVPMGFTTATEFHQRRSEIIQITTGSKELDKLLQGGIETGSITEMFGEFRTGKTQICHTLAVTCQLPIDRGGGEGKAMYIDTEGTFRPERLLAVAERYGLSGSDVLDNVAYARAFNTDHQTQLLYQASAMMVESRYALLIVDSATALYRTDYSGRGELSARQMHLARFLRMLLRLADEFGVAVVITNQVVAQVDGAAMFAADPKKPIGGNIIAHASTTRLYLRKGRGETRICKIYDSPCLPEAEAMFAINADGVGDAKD
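Test system: preformed human Rad51 ssDNA filaments. Compound dosing: single dose, 10 µM final compound. Incubation: filaments 15 min 37 °C, then compound 30 min. Technique: FRET fluorescence dequenching, excitation 485 nm, emission 520 nm. Read-out basis: percent inhibition from fluorescence, normalised to plate control and blank means. Benchmarks: plate controls and plate blanks.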
FXIIa inh: inhibitors of human coagulation factor XIIa; purified FXIIa, Boc-QGR-AMC fluorogenic substrate, 2 h; inhibition, % at 5 µM; P00748; 220,000 tested, 0.3% active; in the data active means inhibition above about 40%;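 further: 0% = enzyme with no compound and 100% = blank without enzyme; many of its hits are not listed in these tables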
hK5 inh: blocks human kallikrein 5 protease activity; Q9Y337; recombinant hK5, fluorogenic AMC substrate cleavage; inhibition, % at 5 µM; 210,000 tested, 0.59% active; AID 873;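 active means inhibition of 40% or more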;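 further: 0% = enzyme controls without compound and 100% = no-enzyme blanks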
FXIa inh: blocks human coagulation factor XIa protease activity; P03951; AID 798; inhibition, % at 5 µM; purified FXIa, Boc-Glu-Ala-Arg-AMC fluorogenic substrate; 220,000 tested, 0.14% active;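 active means inhibition of at least 40%; inactive means inhibition below 40%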;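 further: fluorescence of freed AMC excited at 355 nm; 0% = enzyme without compound and 100% = no enzyme blank; many of its hits are not listed in these tables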
Target sequence (P03951 19-387 limits assumed): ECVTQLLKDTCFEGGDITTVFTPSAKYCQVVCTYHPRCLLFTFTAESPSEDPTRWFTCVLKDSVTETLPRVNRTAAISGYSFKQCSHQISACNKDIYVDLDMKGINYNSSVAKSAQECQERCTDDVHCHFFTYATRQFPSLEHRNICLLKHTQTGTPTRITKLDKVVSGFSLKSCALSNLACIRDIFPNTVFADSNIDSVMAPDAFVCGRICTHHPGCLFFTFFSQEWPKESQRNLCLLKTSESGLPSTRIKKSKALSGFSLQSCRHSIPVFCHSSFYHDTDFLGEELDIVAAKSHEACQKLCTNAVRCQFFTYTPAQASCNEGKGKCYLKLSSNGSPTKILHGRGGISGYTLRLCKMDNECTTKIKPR
Target sequence (P03951 388-625 limits assumed): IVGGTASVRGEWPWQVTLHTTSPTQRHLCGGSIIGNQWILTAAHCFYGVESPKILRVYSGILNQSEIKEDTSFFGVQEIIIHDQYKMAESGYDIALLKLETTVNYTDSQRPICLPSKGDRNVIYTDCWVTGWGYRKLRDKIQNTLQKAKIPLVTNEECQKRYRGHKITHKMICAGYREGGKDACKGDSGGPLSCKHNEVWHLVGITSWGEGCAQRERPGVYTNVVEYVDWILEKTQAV
Numbers without * were called inactive; · = no result given.

SMILES | Thrombin inh | L929 necroptosis | KCC2 mod | TNF necrop inh | Hck Nef HTS | Rad51 HR inh | FXIIa inh | hK5 inh | FXIa inh
O=c1c2c(nc3nc(NCc4ccc(Cl)cc4)[nH]n13)CCC2 | -6 | 1.8 | -0.32 | 3.0 | 13 | -2 | -3 | -7 | -2
CC(=O)N1CCc2cc(S(=O)(=O)NCCN3CCC(C)CC3)ccc21 | -3 | -0.3 | · | -0.8 | 0 | 7 | 7 | 2 | -3
O=C(Cn1c(-c2ccccc2)noc1=O)Nc1ccc(S(=O)(=O)N2CCOCC2)cc1 | 1 | -0.6 | -0.62 | -2.5 | -1 | · | 11 | 17 | 0
Cc1ccc(-n2nc3c(c2NC(=O)c2c(-c4ccccc4Cl)noc2C)CS(=O)(=O)C3)c(C)c1 | 11 | -0.4 | · | 0.0 | 2 | · | 13 | 17 | 0
Cc1cc2n(n1)C(c1ccccc1Cl)Nc1ccccc1-2 (stereo not drawn) | 0 | -0.3 | -0.54 | -8.9 | 0 | -6 | 6 | 2 | -1
COc1ccc(-n2c(=O)cc(N3CC(C)OC(C)C3)[nH]c2=O)cc1 (stereo not drawn) | -5 | -0.8 | 1.5 | -1.9 | -21 | -4 | 1 | -11 | 6
CC(CCc1ccccc1)NC(=O)CNC(=O)COc1ccccc1 (stereo not drawn) | -12 | 0.7 | -1.4 | 1.3 | 25 | 5 | 1 | -1 | -2
COC(=O)C1CCN(c2ccc([N+](=O)[O-])cc2[N+](=O)[O-])CC1 | 8 | -2.0 | -1.6 | -0.6 | 17 | 24 | 3 | 1 | -2
COc1ccc(/C=C/C(=O)CCC(=O)O)cc1 | -7 | 1.1 | 0.31 | 1.9 | 5 | · | 2 | · | -5
COC(=O)[C@H](Cc1ccccc1)NC(=O)N1CCC(C)CC1 | -8 | -0.3 | 2.2 | -0.6 | 2 | 0 | 6 | -15 | 0
O=c1oc(Nc2ccccc2Cl)nc2ccccc12 | 23 | 0.3 | -0.91 | -0.8 | 14 | 0 | 10 | 0 | 0
N/C(=N\OC(=O)/C=C/c1ccc(Br)cc1)c1ccccn1 | -1 | 0.0 | -0.51 | -1.3 | 1 | 5 | 10 | -19 | -1
CSc1ccccc1NC(=O)CN(C)Cc1cccc(Cl)c1 | -18 | 2.4 | -0.87 | 1.6 | 26 | -8 | -7 | -8 | -4
O=C(Nc1cccc(S(=O)(=O)N2CCCCC2)c1)c1ccc(OCC2CCCO2)cc1 (stereo not drawn) | -1 | 2.2 | -0.73 | -0.7 | 22 | 8 | 6 | 1 | -3
Cc1ccc(S(=O)(=O)NCC(=O)NCc2ccncc2)cc1 | -2 | -0.2 | -0.0071 | 3.5 | -8 | -5 | 7 | -5 | -3
Cc1cc(=O)[nH]c(SCC(=O)Nc2ccc(Br)cn2)n1 | 2 | 0.7 | -0.62 | -1.7 | 7 | 2 | 18 | 0 | 5
Cc1ccc2c(c1)nc(-n1nc(C)cc1C)c1nnnn12 | -5 | 4.0 | -0.0034 | -1.3 | 21 | 14 | 6 | 0 | -2
O=C(CN(C(=O)Cn1nnc(-c2ccc(F)cc2)n1)c1cnc2ccccc2c1)NCC1CCCO1 (stereo not drawn) | -8 | 0.5 | -0.84 | 2.0 | 14 | 2 | 6 | 1 | -3
CC(=O)NC1N=C(C)N(c2ccccc2)C1=O (stereo not drawn) | -6 | 0.2 | 0.59 | -0.9 | 5 | -3 | 11 | -29 | 8
CCCCCOC(=O)C(C)Sc1n[nH]c(=O)[nH]c1=O (stereo not drawn) | 0 | 1.4 | -0.22 | 1.0 | -1 | · | 6 | 17 | -2
COCCOC(=O)c1[nH]c2c(c1C)C(=O)CC(c1cc(OC)ccc1OC)C2 (stereo not drawn) | -2 | 3.0 | 0.32 | 1.5 | -2 | -6 | 13 | -6 | -1
COc1ccc(NC(=O)c2onc(C)c2Cl)cc1 | -11 | -0.4 | 0.22 | -0.3 | 14 | · | 3 | -5 | -4
COC(=O)C1=C(C(=O)OC)[C@@H]2N(C)c3ccc(OC)cc3[C@@]23C[C@@H](C(=O)OC)N=C3N1 | -4 | 1.1 | 0.59 | 0.7 | 27 | 8 | 6 | 2 | 1
COCCNC(=O)C1CCN(S(=O)(=O)c2c(C)noc2/C=C/c2cccs2)CC1 | 1 | -1.2 | -0.7 | 1.0 | 7 | -6 | 9 | 0 | 1
O=C1CSC(c2cn(-c3ccccc3)nc2-c2cc3ccccc3o2)N1Cc1ccccc1 (stereo not drawn) | -6 | -1.2 | 1.4 | 1.2 | 4 | · | 2 | -5 | -1
O=C(O)c1ccccc1-c1ccccc1C(=O)NNc1ccc([N+](=O)[O-])cc1 | -4 | 0.4 | 0.0054 | 0.5 | 0 | -25 | 7 | -2 | 1
CC(C)(C)NC(=O)C(c1cccs1)N(C(=O)C(=O)NC1CCCC1)c1ccccc1F (stereo not drawn) | -6 | -1.2 | -0.15 | -1.7 | 19 | 5 | 10 | 2 | -2
C=CCN1C(=O)c2cccc3c(Br)ccc(c23)C1=O | 15 | 2.5 | -0.45 | 0.2 | 20 | 8 | 10 | 0 | 0
Cc1c([N+](=O)[O-])ccc(S(=O)(=O)N2CCC(C(N)=O)CC2)c1C | -3 | -0.1 | 0.53 | 0.4 | 1 | 6 | 8 | -18 | 3
C=CCSc1nnc2nc3c(nn12)c1cc(C)ccc1n3CC=C | 2 | -0.5 | -1.7 | -4.9 | 1 | 9 | 16 | -1 | 2
COc1ccc(-c2cnn(-c3ccccc3)c2N)cc1OC | 7 | 2.0 | 0.023 | 2.6 | -5 | -3 | 9 | 0 | 8
Cc1ccc(NC(=O)CN(c2ccc(Cl)cc2)S(=O)(=O)c2cc([N+](=O)[O-])ccc2Cl)c(C)c1 | -3 | 0.1 | -1.5 | -2.8 | 0 | 23 | 6 | -4 | -1
COc1ccccc1-c1c(C)nn2c(N3CCC(C(N)=O)CC3)cc(C)nc12 | -9 | 0.3 | 0.76 | 0.3 | 15 | -8 | -1 | -22 | -6
CCCCCC(=O)Nc1nc(C)c(-c2csc(Nc3cc(Cl)ccc3C)n2)s1 | -2 | 7.4 | 0.097 | 6.3 | 0 | -1 | 4 | 4 | -2
O=C(CC(=O)N1CCN(c2ccccn2)CC1)Nc1ccc2nc3n(c(=O)c2c1)CCCCC3 | -6 | 0.9 | 0.22 | -0.5 | 0 | 6 | -2 | 3 | -5
COc1cc(OC)c(-c2nn3c(-c4ccco4)nnc3s2)cc1OC | -1 | 3.8 | -2.5 | -7.8 | 6 | 6 | 15 | 2 | 3
CCOC(=O)c1cc(-c2ccc(OC)cc2F)nc2c1c(C)nn2CCC#N | -2 | -0.3 | 0.28 | -2.6 | 0 | -4 | -7 | -93 | -17
COc1ccc(NC(=O)C(=S)NC2CCCCC2)cc1 | -3 | 3.5 | -1.5 | 2.5 | 8 | -3 | 3 | -2 | -1
CCN1CCN(Cc2c(O)ccc3c2O/C(=C\c2ccc(C)cc2)C3=O)CC1 | -6 | 9.1 | 0.073 | 1.6 | 16 | -59 | 2 | -5 | -4
COc1ccc(NC(=O)COC(=O)CNC(=O)C2CCCCC2)cc1 | 1 | 1.3 | 0.9 | 1.6 | 12 | 3 | 9 | 3 | -6
CN(C(=O)c1cccc(C#N)c1)c1nnc(C2CCOC2)s1 (stereo not drawn) | 2 | -0.3 | 0.042 | -1.1 | 0 | -4 | 19 | 8 | -14
CC(NC(=O)NCC1CCCO1)(C(F)(F)F)C(F)(F)F (stereo not drawn) | 4 | 0.0 | · | 0.1 | 10 | 8 | 12 | -2 | -4
Cc1ccc(C(=O)NC2(C(F)(F)F)N=C3SCCN3C2=O)cc1 (stereo not drawn) | 6 | 0.2 | · | -0.1 | 0 | -5 | 18 | -7 | 8
Cc1nc2c(C)cccc2cc1C(=O)N/N=C/c1cccc([N+](=O)[O-])c1 | -2 | 1.2 | -1.4 | -1.7 | 5 | -4 | 4 | -2 | 7
COc1ccc(OC)c(C2=Nn3c(nnc3-c3ccco3)SC2)c1 | 6 | 0.1 | -1.2 | 0.2 | 0 | 7 | 5 | -5 | 1
C/C(=N\NC(=S)Nc1c(C)cccc1C)c1ccc(O)cc1 | -4 | -0.5 | 0.07 | -1.7 | 0 | -6 | 1 | -3 | -3
CN(CC(=O)Nc1ccccc1Sc1ccccc1)Cc1nc2ccccc2c(=O)[nH]1 | -8 | 0.4 | -2.3 | -0.5 | 21 | -4 | 10 | -59 | 0
COc1ccc(/C=C/C(=O)c2ccc(O)cc2)cc1 | -3 | -0.2 | -1.3 | 1.3 | 24 | -1 | 5 | -1 | 0
CNC(=O)NNC(=O)c1onc(-c2c(Cl)cccc2Cl)c1C(=O)OC | 4 | 0.5 | 0.25 | 0.7 | 6 | 15 | 8 | 2 | 3
COc1ccccc1NS(=O)(=O)c1ccc(N/N=C/c2ccccc2OCC(=O)O)c([N+](=O)[O-])c1 | -10 | 1.8 | 0.00078 | 1.2 | 33 | 1 | 8 | 2 | 7
(more compounds)
SMILES | Thrombin inh | L929 necroptosis | KCC2 mod | TNF necrop inh | Hck Nef HTS | Rad51 HR inh | FXIIa inh | hK5 inh | FXIa inh
CCN(CC)C(=O)CSc1nnc(-c2ccncc2)n1N | 1 | 0.8 | · | -0.2 | 1 | -4 | 20 | -9 | 17
COc1ccc(CNC(=S)Nc2cc(OC)ccc2OC)cc1 | -3 | 0.3 | -1 | -3.7 | 5 | 3 | 15 | -12 | 9
O=C(CSc1ccccc1)Nc1ccc(C(=O)Nc2ccc(O)cc2)cc1 | -12 | 1.0 | -0.24 | 0.3 | 32 | -5 | 4 | -1 | -3
Cc1ccc2[nH]c3c(c2c1)CCN1C(=O)OC(C)(C)C31C (stereo not drawn) | -3 | 2.7 | -0.46 | -0.2 | -11 | 4 | -7 | -31 | -9
COc1ccc(C(=O)Nc2cccc(C)c2)cc1 | 0 | -0.5 | 0.32 | -2.7 | -2 | -28 | 11 | -3 | 8
CCOC(=O)c1ccc(NC(=O)c2nc[nH]c2C(=O)N[C@H](C)c2ccccc2)cc1 | -4 | -0.6 | 0.89 | 2.2 | 26 | 7 | 3 | -7 | -1
Cc1ccc(-c2noc(C3CCCN(S(=O)(=O)c4ccc(S(=O)(=O)N(C)C)cc4)C3)n2)o1 (stereo not drawn) | -5 | -0.9 | -0.13 | -0.7 | 9 | -9 | 14 | 0 | 0

4 of the compounds above, with tabs.
Structure	Thrombin inh	L929 necroptosis	KCC2 mod	TNF necrop inh	Hck Nef HTS	Rad51 HR inh	FXIIa inh	hK5 inh	FXIa inh
Cc1ccc(S(=O)(=O)NCC(=O)NCc2ccncc2)cc1	-2	-0.2	-0.0071	3.5	-8	-5	7	-5	-3
Cc1cc(=O)[nH]c(SCC(=O)Nc2ccc(Br)cn2)n1	2	0.7	-0.62	-1.7	7	2	18	0	5
Cc1ccc2c(c1)nc(-n1nc(C)cc1C)c1nnnn12	-5	4.0	-0.0034	-1.3	21	14	6	0	-2
O=C(CN(C(=O)Cn1nnc(-c2ccc(F)cc2)n1)c1cnc2ccccc2c1)NCC1CCCO1 (stereo not drawn)	-8	0.5	-0.84	2.0	14	2	6	1	-3

These rows are one share of the data; the hit share may differ from the screen's.
